Source: PubChem BioAssay
PI4K2A inh – inhibitors of human PI4K2A. purified PI4K2A, ADP-Glo luminescence, 1 h; stronger effect = lower value. activity change, negative = inhibition, % at 76.9 µM. AID 1346378. Q9BTU6. 0.13% of 420,000 active; in the data active means activity change below about -50%; inconclusive means mostly about -30% to -49%;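 further: -100% = wells without enzyme as full effect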
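In this quantitative HTS, ADP production by PI4K2A was quantified luminescently after 1 h at ambient temperature; 100 microM adenosine served as plate-quality control.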
LDHA block – blocks human lactate dehydrogenase A | purified LDHA, NADH/diaphorase-resazurin fluorescence; stronger effect = lower value | 0.15% of 480,000 active | activity change, % (values are at about 110 or 230 µM); in the data active means activity change below about -30%; inconclusive means mostly about -25% to -30%;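 further: plate controls were DMSO wells for no effect and wells without enzyme for full effect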
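LDH5 2 nM; NADH 0.06 mM, pyruvate 0.2 mM; 200 mM Tris pH 7.4, EDTA, Tween-20; 5 min RT. Detection: diaphorase 0.133 mg/mL + resazurin 37 µM, fluorescence ex540/em590 at 0 and 20 min; normalized to enzyme-free and DMSO wells.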
Vif-APOBEC3G blk – Vif-A3G binding inhibition; HeLa A3G-eYFP + Vif (tagged APOBEC3G with the HIV-1 protein that degrades it), YFP fluorescence, overnight; 0.076% of 410,000 active; Potency, µM (series often up to 46.1 µM), inactives show at the top dose activity, negative = active, most hits filed as inhibitors; Q9HC16;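 further: potency means the concentration at half of the fitted maximal effect; on the % scale 0 is the no-effect control and ±100 the full control effect; nearly all actives have a fitted effect of over 60% in size; hits raise eYFP signal because A3G escapes Vif-driven loss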
Target sequence (Q9HC16 whole entry, looked up): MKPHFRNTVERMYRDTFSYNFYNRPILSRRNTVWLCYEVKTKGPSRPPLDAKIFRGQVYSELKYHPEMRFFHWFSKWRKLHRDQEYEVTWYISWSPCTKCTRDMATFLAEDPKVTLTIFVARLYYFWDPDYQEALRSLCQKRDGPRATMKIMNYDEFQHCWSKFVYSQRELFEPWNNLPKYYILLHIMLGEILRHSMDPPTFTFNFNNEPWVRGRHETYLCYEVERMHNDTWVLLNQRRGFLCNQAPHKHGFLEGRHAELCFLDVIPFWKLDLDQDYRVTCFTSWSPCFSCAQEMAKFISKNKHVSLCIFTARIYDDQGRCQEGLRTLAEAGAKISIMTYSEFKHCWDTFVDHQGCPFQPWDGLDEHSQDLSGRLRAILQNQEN
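Read-out is eYFP fluorescence (Ex 488/Em 500-530) from Vif-expressing HeLa A3G-eYFP cells; more signal means A3G escaped Vif-mediated degradation. Cells plated overnight, compound pinned in, incubated overnight at 37 deg C.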
RXFP1 agonist – RXFP1 (human) receptor agonism | Q9HBX9 | HEK293T-RXFP1 cAMP TR-FRET, 30 min; response scale: percent of porcine relaxin response, buffer zero | Potency, µM (series often up to 57.5 µM), inactives show top-dose activation, usual class: activators | 0.3% of 370,000 active | AID 2676; further: potency means the concentration at half of the fitted maximal effect; on the % scale 0 is the no-effect control and ±100 the full control effect; nearly all actives have a fitted effect of over 60% in size; many of its hits are not listed in these tables
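HEK293T cells stably expressing RXFP1 were pretreated with the PDE4 inhibitor Ro 20174, exposed to compounds for 30 min at 37C, lysed, and cAMP was read by TR-FRET. Data normalized to buffer (basal) and 29 nM porcine relaxin (100%).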
IDH1 R132H inh – human IDH1 R132H inhibition; IDH1-R132H enzyme, NADPH consumption, diaphorase/resazurin fluorescence; O75874; Potency, µM (series often up to 76.6 µM), for the others: at the top dose activity change, negative = inhibition, usual class: inhibitors; 0.093% of 390,000 active; AID 602179; further: potency means the concentration at half of the fitted maximal effect; on the % scale 0 is the no-effect control and ±100 the full control effect; nearly all actives have a fitted effect of over 65% in size
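IDH1-R132H (0.5 ug/mL) preincubated 30 min with compound, then NADPH (0.016 mM) and alpha-KG (2 mM) added; 80 min at RT, pH 7.5. Remaining NADPH coupled via diaphorase/resazurin to fluorescence (540/590 nm); concentration-response curves normalized to no-enzyme control.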
Vif-A3F inh – Vif-A3F binding inhibition | HeLa A3F-eYFP + Vif (tagged APOBEC3F with the HIV-1 protein that degrades it), YFP fluorescence increase | Potency, µM (series often up to 46.1 µM), without a hit: top-dose activity, negative = active | 0.2% of 390,000 active | AID 602313; further: potency means the concentration at half of the fitted maximal effect; % of control where 0% means no effect; nearly all actives have a fitted effect of over 65% in size
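HeLa cells stably expressing Vif plus C-terminally eYFP-tagged A3F were seeded, incubated overnight at 37 deg C, dosed with compound, incubated overnight again at 37 deg C. Yellow fluorescence (Ex 488/Em 500-530) reported blocked Vif-mediated A3F-eYFP degradation.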
TrxR1 substrate – rat thioredoxin reductase 1 substrate activity; 0.01% of 390,000 active; purified TrxR1 substrate turnover, NADPH consumption readout; Potency, µM (titrated, usually from 114 µM), without a hit: at the highest dose activity change, negative = substrate turnover; further: potency means the concentration at half of the fitted maximal effect; on the % scale 0 is the no-effect control and ±100 the full control effect; nearly all actives have a fitted effect of over 50% in size
Target sequence (O89049 whole entry, looked up): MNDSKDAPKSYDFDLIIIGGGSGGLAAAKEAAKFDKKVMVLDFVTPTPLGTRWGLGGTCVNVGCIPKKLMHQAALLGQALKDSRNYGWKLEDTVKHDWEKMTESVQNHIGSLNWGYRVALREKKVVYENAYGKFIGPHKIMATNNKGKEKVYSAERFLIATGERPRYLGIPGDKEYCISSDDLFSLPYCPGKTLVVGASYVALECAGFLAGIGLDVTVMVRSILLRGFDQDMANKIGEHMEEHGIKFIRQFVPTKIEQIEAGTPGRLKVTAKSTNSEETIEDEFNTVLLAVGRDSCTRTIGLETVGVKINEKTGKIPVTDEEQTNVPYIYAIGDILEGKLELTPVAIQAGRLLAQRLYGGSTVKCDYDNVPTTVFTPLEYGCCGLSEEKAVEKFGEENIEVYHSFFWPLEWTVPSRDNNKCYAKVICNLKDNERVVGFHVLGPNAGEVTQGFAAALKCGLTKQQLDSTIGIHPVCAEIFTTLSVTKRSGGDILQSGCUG
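Rat TrxR1, dispensed at 90 nM, was prereduced with 400 uM NADPH (final) for 5 min at ~22 deg C, then incubated with compound 15 min before 400 uM selenite. A first-read NADPH fluorescence drop versus no-compound background flagged substrates.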
Glioma ERSR ind – ER stress response induction in glioma | 0.02% of 420,000 active | Potency, µM, for inactives: top-dose activation, usual class: activators | U87-MG GRP78 promoter luciferase reporter, 16 h; further: potency means the concentration at half of the fitted maximal effect; series mostly up to about 76 µM; % of control where 0% means no effect; nearly all actives have a fitted effect of over 35% in size
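Stably transfected U87-MG human glioma cells carrying a GRP78-based luminescent sensor were seeded at 1000 cells/well, pin-dosed with compounds and incubated 16 h. Luciferase reagent was then added, and end-point luminescence was read after 10 min at room temperature.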
USP1 inh – USP1/UAF1 (human) deubiquitinase inhibition; O94782; recombinant USP1/UAF1, Ub-Rhodamine cleavage fluorescence; Potency, µM (titrated, usually from 57.1 µM), for the others: at the highest dose activity change, negative = inhibition, actives largely listed as inhibitors; 0.23% of 390,000 active; further: potency means the concentration at half of the fitted maximal effect; on the % scale 0 is the no-effect control and ±100 the full control effect; nearly all actives have a fitted effect of over 60% in size; inactives centre near -12
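USP1/UAF1 complex at 1 nM was preincubated with compound for 15 min at room temperature, then Ub-Rho substrate (150nM final) was added. Fluorescence (480/540 nm) was read kinetically, 6 reads every 60 seconds.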
Starred values were filed as active, the others as inactive; ? = inconclusive; / = not tested or not shown; & = joins results of further samples; [ ] = dose if it differs, or a comment. Unless noted, the call rests on the fitted dose curve; in most records, active means well fitted curve in the direction sought with a large enough effect; inconclusive means small, poorly fitted or top-dose-only effect, or another doubt; inactive means no such curve, though single readings can be large; an effect the other way counts as inactive or inconclusive. Only part of the results is shown; the hit share may differ from the screen's.

Screens in order – PI4K2A inh | LDHA block | Vif-APOBEC3G blk | RXFP1 agonist | IDH1 R132H inh | Vif-A3F inh | TrxR1 substrate | Glioma ERSR ind | USP1 inh
Cc1ccc(S(=O)(=O)N2CCN(C(=O)COC(=O)c3c(C)cc(C)cc3C)CC2)c(C)c1
    9 | 0 | 2% | 0.0% | 1% | 7% | 7% | 0% | -11%
CN(C)S(=O)(=O)c1ccc(Cl)c(NC(=O)CN2CCC(Cc3ccccc3)CC2)c1
    -7 | -3 | 8% | 2.1% | 2% | 12% | 11%[57.1 µM] | -5% | -18%
COc1ccc(NC(=O)N(C)C[C@H]2Oc3ccc(NC(=O)NC(C)C)cc3C(=O)N([C@H](C)CO)C[C@@H]2C)cc1
    8 | -1 | 3% | / | 2% | 4% | 10%[57.1 µM] | -1% | 1%
COc1cc(CSc2nnnn2-c2ccc(C)cc2)cc(OC)c1OC
    0 | 1 | 1% | -0.7% | 6% | 2% | -3%[57.1 µM] | -4% | 8%
CC(NC(=O)C(c1ccccc1)c1ccccc1)c1ccccc1 (stereo not drawn)
    1 | -14 | 0% | / | 0% | -19% | 7%[57.1 µM] | -3% | -1%
COc1cc(S(=O)(=O)N2CCOCC2)ccc1NC(=O)COc1ccc(N(C)S(=O)(=O)c2ccc(C)cc2)cc1
    -2 | 0 | -1% | -1.3% | 1% | 5% | 11%[11.4 µM] | 0% | -14%
COc1ccccc1CNC(=O)C1CC(c2ccc([N+](=O)[O-])cc2)=NO1 (stereo not drawn)
    -2 | -3 | -1% | 3.4% | 4% | -8% | 5% | 6% | -22%
O=S(=O)(Nc1ccc(-n2cnnn2)cc1)c1ccc(F)c(F)c1F
    -1 | -7 | -1% | 1.5% | -6% | -8% | -6% | 3% | -5%
CS(=O)(=O)N(CC(=O)N1CCOCC1)c1ccc2c3c(cccc13)CC2
    2 | 2 | -3% | 0.2% | 4% | / | 10% | -3% | -15%
c1ccc(-c2noc(-c3cccs3)n2)nc1
    -19 | -11 | -5% | -0.3% | 5% | -3% | 8% | -10% | -11%
Cn1cccc1/C=N/n1c(-c2ccc(Cl)cc2)n[nH]c1=S
    -1 | -3 | -3% | -0.1% | 0% | 5% | 4%[57.1 µM] | -5% | 0%
COc1cc(CNc2ccc3[nH]c(=O)[nH]c3c2)ccc1OCc1ccc(F)cc1
    10 | 2 | 0% | 3.6% | 2% | -4% | 1% | 6% | -13%
CCOc1ncccc1C(=O)NCCc1c[nH]c2ccccc12
    -3 | -4 | -1% | 0.0% | 7% | 6% | -1%[57.1 µM] | -4% | -2%
COc1cccc(CNc2nc3cc(-c4ccc(C(=O)N5CCN(C)CC5)cc4)sc3c(=O)n2C)c1
    -6 | 1 | ? | / | / | / | / | -3% | /
O=C(Cc1ccc(O)cc1)NCCNC(=S)NCc1ccccc1
    -1 | -4 | -1% | -0.7% | 6% | ? | -1%[57.1 µM] | -1% | -15%
Cc1cnccc1CN(C)C(=O)C1CCC(=O)N(Cc2ccccc2F)C1 (stereo not drawn)
    2 | 0 | -2% | 2.0% | -2% | -4% | -5% | -5% | -20%
COc1ccc(-c2nc3cc(C)ccn3c2NCc2ccc3c(c2)OCO3)cc1
    -4 | -4 | -3% | 8.9% | -1% | -9% | 13% | 0% | -4%
COc1cc(C(C(=O)NC(C)(C)C)N(C(=O)CNC(=O)c2cccs2)c2ccccc2)cc(OC)c1OC (stereo not drawn)
    1 | -6 | 1% | -2.0% | -3% | -11% | 11% | 1% | 0%
O=C(C1=C(O)C(=O)N(CCN2CCOCC2)C1c1ccco1)c1cc2ccccc2o1 (stereo not drawn)
    -3 | 1 | -4% | 18% | -19% | 3% | -1% | -1% | -25%
CCOC(=O)C1(Cc2cccc(OC)c2)CCN(C(C)CC(C)(C)O)CC1 (stereo not drawn)
    2 | -2 | 2% | 0.4% | 12% | 9% | 9% | -1% | -25%
Cc1nnsc1C(=O)N1CCN(c2cc(C(F)(F)F)ccn2)CC1
    5 | -3 | 1% | 0.8% | -8% | 16% | -7% | -4% | -6%
Cc1cc(C)n(-c2ccc(C(C)C)cc2)c(=O)c1C#N
    8 | -14 | -2% | 0.6% | 14% | -12% | -4%[57.1 µM] | 1% | -4%
c1ccc(CNc2cccnc2)cc1
    0 | -1 | 1% | / | -5% | -14% | / | -4% | -16%
N=C1/C(=C/c2ccc(Br)o2)C(=O)N=C2SC(CC(=O)N3CCCC3)=NN12
    -8 | 2 | -13% | -3.3% | -2% | ? | -14% | -2% | -25%
COc1ccc(OC)c(CN2CCN(Cc3ccc(OC)c(OC)c3OC)CC2)c1
    2 | -21 | -1% | / | 9% | -10% | / | -3% | ?
CCn1c(SCC(=O)Nc2ccccc2)nc2c([nH]c3ccccc32)c1=O
    0 | -8 | -6% | ? | -5% | -2% | 1%[57.1 µM] | 1% | -25%
COc1ccc(Nc2cc(C(=O)NCc3ccccc3)c3ccccc3n2)cc1OC
    -1 | -5 | -2% | 11% | -5% | 2% | 13% | 2% | -34%
CCCCn1c(N)c(N(Cc2ccccc2OC)C(=O)C(C)C)c(=O)[nH]c1=O
    2 | -5 | 2% | -0.1% | -3% | 3% | -3% | 1% | -4%
COc1ccccc1NC(=O)COC(=O)Cn1c(C)csc1=O
    -5 | -14 | -2% | / | 4% | 1% | / | 3% | -4%
COc1ccc(-c2nn(-c3ccccc3)cc2C(=O)N(C)C)cc1
    -3 | -8 | -4% | 1.0% | -8% | 1% | -9% | 0% | -3%
COc1ccc(CNC(=O)C(=O)NCCC2CCCCN2S(=O)(=O)c2ccccc2)cc1 (stereo not drawn)
    0 | -2 | -12% | 1.0% | 7% | 1% | 0% | -3% | -11%
CCCc1cc(=O)oc2c(CNc3ccc(OCC)cc3)c(O)ccc12
    -4 | -4 | ? | 0.8% | -1% | -8% | 31%[activator] | -4% | ?
Cc1cccc(Cc2cccc(C)c2O)c1O
    -7 | -7 | -9% | / | 9% | -7% | 3% | 2% | -12%
Cc1cc(Cl)ccc1OCC(=O)Nc1ccncc1
    -7 | 0 | -7% | -0.7% | 0% | 0% | 7% | 2% | -18%
O=C(COc1ccc(Br)cc1Br)NC1CCS(=O)(=O)C1 (stereo not drawn)
    1 | -6 | -1% | 0.2% | 3% | -1% | -1% | -2% | -7%
Cc1ccc2c(c1)/C(=N/N1C(=O)c3ccccc3C1=O)C(=O)N2
    4 | 4 | -2% | 0.1% | 46µM* | 1% | -5% | -3% | -13%
CC1(C(=O)OCC(=O)NCCNC(=O)COC(=O)C2(C)CC2(Cl)Cl)CC1(Cl)Cl (stereo not drawn)
    -3 | 0 | -4% | -0.3% | 6% | -12% | -3% | -7% | -5%
Cc1cc(C)c(NC(=O)CNC(=O)COC(=O)C2CCN(c3ccc(C(F)(F)F)cn3)CC2)c(C)c1
    6 | -1 | -2% | 2.2% | 7% | 0% | 1% | 0% | -13%
COc1ccc(-c2c(S(=O)(=O)c3ccccc3)cnn2-c2ccccc2)cc1
    0 | 2 | -3% | 1.5% | 1% | 6% | -5% | -3% | -27%
CN1CCN(C(=O)/C(=C/c2ccccc2F)NC(=O)c2ccccc2)CC1
    2 | -5 | 0% | -1.9% | 10% | -10% | 4% | -1% | -2%
CCOC(=O)c1c(C(=O)OCC)c(C)n(CCc2ccccc2)c1C
    -3 | -1 | -3% | 0.4% | -3% | 2% | -3% | -2% | -19%
CC(C)CCNc1c(-c2cccs2)nc2ccccn12
    -1 | -1 | 2% | 0.1% | -2% | 1% | 40%[activator] | 5% | -15%
C=CCOc1ccc(-c2nc3c(c(=O)[nH]c(=O)n3Cc3ccccc3)n2CCCOC)cc1
    11 | -3&0 | -2% | 0.0% | 5% | -17% | 20% | -6% | -4%
COc1cccc(-n2cc(C(=O)Oc3cccc(C(F)(F)F)c3)c3ccccc3c2=O)c1
    3 | 5 | 0% | 0.5% | -8% | 0% | -7%[57.1 µM] | -4% | ?
CC1(C)Cc2nc(Cl)c(C(=O)O)cc2CO1
    -3 | 0 | 1% | 0.4% | 0% | -2% | -9%[57.1 µM] | 0% | -4%
COc1ccc(S(=O)(=O)N2CCCCC2)cc1NC(=O)CCOc1cc(C)ccc1C
    -3 | 2 | 2% | -0.2% | -1% | -7% | -1% | -1% | -20%
C=CC[C@H](CC(=O)NCCO)C(=O)N[C@H](COC(=O)[C@@H](CC=C)CC(=O)OC(C)(C)C)Cc1ccccc1
    -1 | -3 | 1% | / | -4% | 5% | 9%[57.1 µM] | -4% | 12%
O=C1CC[C@H](OCc2ccccc2)CCN1[C@H](CSc1ccccc1)Cc1ccccc1
    6 | 3 | -1% | 0.6% | -6% | -6% | -5% | 3% | ?
CCOC(=O)C1CCN(C(=O)CCCN2C(=O)c3ccccc3C2=O)CC1
    0 | -6 | 1% | 2.2% | 6% | 6% | 5%[57.1 µM] | 0% | -10%
O=C(NC1CC1)c1sc2cc(F)ccc2c1Cl
    -1 | -2 | 3% | 2.0% | 8% | -5% | 7% | 2% | -14%
CC(C)c1cccc(C(C)C)c1NC(=O)CCN1C(=O)NC2(CCCC2)C1=O
    -1 | -10 | 1% | 1.3% | 1% | 0% | -8% | -1% | 8%
COC(=O)c1ccc(Cl)c(NC(=O)CSc2ncn[nH]2)c1
    7 | -5 | 4% | 0.2% | 2% | 5% | -4% | 0% | -6%
